CSN deneddyl inh: inhibitors of human CSN-mediated cullin deneddylation; Q92905; Purified CSN, SCF-Nedd8-OG deneddylation, fluorescence polarization; inhibition, % at 12.5 µM; 0.38% of 360,000 active;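 active = pattern-corrected inhibition above about 35%, with an unprinted fluorescence ratio check between 0.5 and 1.5, limit read from the data, passing the limit was not always enough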;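 also: 0% = enzyme with substrate and 100% = substrate without enzyme; some results filed as inactive read as strong as hits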
Target sequence (Q92905 whole entry, looked up, one chain of several): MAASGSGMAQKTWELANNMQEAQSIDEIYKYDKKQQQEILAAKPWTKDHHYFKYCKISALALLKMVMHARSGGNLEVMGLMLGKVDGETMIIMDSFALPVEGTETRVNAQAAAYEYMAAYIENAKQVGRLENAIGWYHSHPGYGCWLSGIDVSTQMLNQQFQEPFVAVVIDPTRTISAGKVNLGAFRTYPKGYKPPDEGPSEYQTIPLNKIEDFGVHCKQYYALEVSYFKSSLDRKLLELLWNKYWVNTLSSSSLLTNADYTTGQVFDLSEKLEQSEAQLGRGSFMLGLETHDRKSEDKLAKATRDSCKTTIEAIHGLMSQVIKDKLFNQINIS
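Assay system: purified human Csn5 enzyme expressed in HEK293T cells; measure: % inhibition; also added: SCFSkp2-Nedd8OG substrate at 10 nM final; technique: fluorescence polarization; times: reaction 90 min, room temperature; medium: Tris buffer pH 7.5, NaCl, DTT, Tween-20, trehalose, ovalbumin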
Rpn11 inh: Rpn11 (human) deubiquitinase inhibition. O00487. human 26S proteasome, Ub4-pepOG fluorescence polarization; 20S core pre-blocked with epoxomicin. calls only at 20 µM. 0.59% of 360,000 active;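 active = inhibition at 20 µM, scaled to each plate's controls, above about 33%, limit read from the data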
SKN-1 inh: inhibitors of C. elegans SKN-1; C. elegans VP596 Pgst-4::GFP/RFP ratio, acrylamide-induced, 24 h; inhibition, % at 21.8 µM; 0.49% of 360,000 active;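 active = interference check ratio from 0.5 to 1.5 plus GFP to RFP signal ratio inhibition reaching or exceeding a fixed threshold, cut at about 30% in these data, passing the limit was not always enough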; also: some compounds called inactive have numbers as strong as hits
Neddyl block: blocks human cullin neddylation; TR-FRET cullin neddylation, biochemical; calls only at 25 µM; P61081+Q13564; AID 651699; 0.58% of 360,000 active; in the data active = inhibition above about 36%
FAS TE block: FAS thioesterase (human) inhibition. P49327. recombinant FAS-TE, OMFH fluorogenic substrate, fluorescence endpoint. inhibition, % at 15 µM. 0.67% of 360,000 active. AID 602261;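 active = compounds whose normalised, plate-corrected inhibition of enzyme fluorescence in the single-dose primary screen is 50% or more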;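 also: 0% = DMSO with enzyme and 100% = substrate without enzyme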
MT1-MMP act inh: inhibitors of human MT1-MMP activation; P50281; HT1080 RFP-PRO-GFP cells, GFP/RFP ratio fluorescence, overnight; percent of plate control window, DMSO zero; GFP/RFP ratio change, % at 20 µM; 0.061% of 360,000 active;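 active = GFP/RFP ratio change of at least 30% with cell ATP level not reduced by more than half and red fluorescence within 50% of control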; also: strong numbers were not always called active
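Material: RFP-PRO-GFP reporter HT1080 cells. Dosing: single-point 20 µM compound, 1% DMSO. Controls: DMSO and RFP-L50D-GFP cell wells. Timing: cells overnight before dosing, compound overnight, 37 °C, 5% CO2. Measure: GFP/RFP fluorescence ratio.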
PABP1 MLLE inh: inhibitors of microRNA-mediated deadenylation, human PABP1 MLLE binding. GST-MLLE / FITC-PAM2 fluorescence polarization. inhibition, % at 20 µM. 0.36% of 360,000 active. AID 588489; in the data active = inhibition above about 35%, passing the limit was not always enough;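 also: plate controls were DMSO wells with GST-MLLE for no effect and wells lacking GST-MLLE protein for full effect; some results filed as inactive read as strong as hits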
Target sequence (P11940 whole entry, looked up): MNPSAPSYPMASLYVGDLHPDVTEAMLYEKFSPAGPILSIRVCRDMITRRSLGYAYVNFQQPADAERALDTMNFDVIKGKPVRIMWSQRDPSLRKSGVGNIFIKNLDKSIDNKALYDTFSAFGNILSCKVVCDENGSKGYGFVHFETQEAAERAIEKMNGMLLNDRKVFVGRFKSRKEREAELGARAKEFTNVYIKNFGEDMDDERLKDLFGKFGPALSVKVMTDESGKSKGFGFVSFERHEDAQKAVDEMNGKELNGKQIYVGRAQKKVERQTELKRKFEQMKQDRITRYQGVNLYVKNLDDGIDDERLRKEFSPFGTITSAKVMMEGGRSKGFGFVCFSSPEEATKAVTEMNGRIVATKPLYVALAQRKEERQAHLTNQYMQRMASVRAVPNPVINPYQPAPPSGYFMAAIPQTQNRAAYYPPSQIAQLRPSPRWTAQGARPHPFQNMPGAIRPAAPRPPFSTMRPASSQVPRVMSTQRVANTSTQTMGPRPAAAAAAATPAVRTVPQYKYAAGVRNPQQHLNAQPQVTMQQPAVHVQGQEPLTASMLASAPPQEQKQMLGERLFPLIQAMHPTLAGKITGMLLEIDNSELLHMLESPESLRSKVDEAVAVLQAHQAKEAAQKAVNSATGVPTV
NadD inh: inhibitors of Staphylococcus aureus NadD. purified NadD enzyme, colorimetric absorbance read-out. inhibition, % at 20 µM. 0.78% of 360,000 active. AID 602399; in the data active = inhibition above about 26%; also: some compounds past the cut are filed as inactive
Rin1-Abl PPI inh: blocks binding of human Rin1 to Abl | inhibition, % at 7.35 µM | 0.4% of 360,000 active | TR-FRET Rin1/Abl binding, biochemical | P00519+Q13671; in the data active = inhibition above about 5%, passing the limit was not always enough
An asterisk follows results filed as active; i = inactive; . = not tested or not shown. Compounds as they come; 3.9% or so of the library scored in one or more.

SMILES	CSN deneddyl inh	Rpn11 inh	SKN-1 inh	Neddyl block	FAS TE block	MT1-MMP act inh	PABP1 MLLE inh	NadD inh	Rin1-Abl PPI inh
Cc1ccccc1NC(=S)NNC(=O)c1cccc(Br)c1	1	i	8	i	-3	1	21	2	-3
Cc1cc(NC(=O)c2ccc(N(C)S(=O)(=O)c3ccccc3)cc2)no1	1	i	12	i	4	3	12	-2	0
CCCc1cc(=O)oc2cc(C)cc(OC(C)C(=O)NCCN3CCOCC3)c12 (centres undefined)	5	i	8	.	-1	.	5	8	-2
O=C(NCCc1c[nH]c2ccccc12)c1ccccc1	-2	i	8	i	-2	4	4	4	-4
O=C(CCCO)N/N=C/c1cc(Br)ccc1O	0	i	2	i	-2	1	3	-2	-6
N#Cc1ccsc1NC(=O)CSc1nnc(-c2ccccc2)o1	9	i	24	i	-5	5	14	12	1
CCCn1c(SC(C)C(=O)O)nc2ccccc21 (centres undefined)	-1	i	7	i	-7	-1	-44	-1	-2
COC(=O)c1c(NC(=O)c2nc3ccccc3s2)sc2c1CC(C)(C)NC2(C)C	4	i	14	i	12	-337	5	1	-1
Cc1nc(SCC(=O)N2CCN(C(=O)c3ccco3)CC2)c2c(C)c(C)sc2n1	1	i	3	i	-7	2	-4	0	-3
CC1CCCC(C)N1C(=O)c1cc(-c2ccc(Cl)c(Cl)c2)on1 (centres undefined)	2	i	3	i	25	1	-6	-7	0
CN1CCN(S(=O)(=O)c2ccc([N+](=O)[O-])cc2)CC1	-1	i	4	i	-7	3	11	-1	-3
CCCNC(=O)Cc1cc(=O)[nH]c(=O)[nH]1	-4	i	-19	i	-6	-3	-5	3	5
Cc1ccc(/C=N/NC(=S)NC2CCS(=O)(=O)C2)cc1 (centres undefined)	-2	i	13	i	-5	-1	14	-1	-2
CCOC(=O)C1CCN(C(=O)C2CCCN2S(=O)(=O)c2ccc(Cl)cc2)CC1 (centres undefined)	1	i	-5	i	-1	-4	-2	-3	3
COc1cc(C(Nc2ccc3c(c2)OCO3)C(=O)NC2CCCCC2)cc(OC)c1OC (centres undefined)	2	i	-3	i	8	-4	9	6	-3
CC(=O)NNC(=O)c1[nH]c2ccc(Cl)cc2c1-c1ccccc1	9	i	9	i	-3	-2	10	-7	2
CCOc1cc2c3c(c1)C1(OCCO1)C(=O)N3C(C)(C)CC2C (centres undefined)	-2	i	-7	i	3	2	-2	-4	1
CCc1nccn1S(=O)(=O)c1ccc(OC)c(OC)c1	-1	i	-2	i	-12	2	3	-3	0
Cc1cc(OC(=O)C(c2ccccc2)c2ccccc2)c([N+](=O)[O-])c(=O)[nH]1	-3	i	7	i	-14	2	-1	-2	0
O=c1oc2ccccc2c(Nc2ccc3ncccc3c2)c1[N+](=O)[O-]	-5	i	-2	i	-4	3	6	0	0
C[C@@H]1CN([C@H](C)CO)C(=O)CCCn2cc(nn2)CO[C@H]1CN(C)C(=O)c1ccc(N2CCN(C)CC2)cc1	-6	i	9	i	1	2	12	-3	1
COc1ccccc1C1CC(=O)NC(SCC(=O)Nc2ccccc2)=C1C#N (centres undefined)	-1	i	11	i	-2	7	-13	-5	0
O=C(Nc1ccc(N2CCCCC2)c(Cl)c1)c1cccnc1	10	i	23	i	-9	-9	-19	6	-2
CCOn1c(=O)c(-c2cccc(Br)c2)[n+]([O-])c2ccccc21	4	i	9	i	2	0	-7	-3	-1
O=C(c1ccco1)N1CCN(CCOc2ccc(F)cc2)CC1	-7	i	-11	i	-4	-1	0	-1	0
Cc1ccc(NC(=O)Cn2nnc(C(=O)NCc3ccco3)c2N)c(C)c1	1	i	2	i	-9	0	-6	5	-6
Cc1c(C(=O)N2CCN(S(=O)(=O)c3cccs3)CC2)oc2ccc(F)cc12	0	i	10	i	21	-2	-2	-4	-2
O=C(COc1ccc(Br)cc1)N/N=C1/SCC(=O)N1Cc1ccccc1	-17	i	-2	i	11	2	13	-7	0
CCN(C(=O)CN1CCN(S(=O)(=O)c2cc(Cl)ccc2Cl)CC1)c1c(N)n(Cc2ccccc2)c(=O)[nH]c1=O	2	i	4	i	-7	2	-4	5	1
COC(=O)C1(Cc2cc(-c3ccccc3)no2)CCN(C(=O)OC(C)(C)C)CC1	0	i	0	i	8	1	-5	-7	1
Cc1ccc(S(=O)(=O)/N=C2\C=C(Nc3ccc(O)cc3)C(=O)c3ccccc32)cc1	4	i	16	i	41	-19	4	6	-2
O=C(O)CCNc1ccc2c(c1)OCCO2	-1	i	2	i	-8	-1	6	3	4
CCCNC(=O)C1(C)CCCN(Cc2ccc(-c3ccccc3)o2)C1 (centres undefined)	-1	i	15	i	3	-5	8	0	-5
Cc1ccc([N+](=O)[O-])cc1S(=O)(=O)Nc1ccc(-c2ccc(N3CCOCC3)nn2)cc1	-2	i	-23	i	17	3	-3	12	-1
OCCN(CCO)c1ccc(C(c2ccccc2Cl)c2ccc(N(CCO)CCO)cc2Cl)c(Cl)c1	-3	i	36*	i	32	5	16	-5	-3
CN1CCN(S(=O)(=O)c2cccc(C(=O)Nc3cc(C(N)=O)cc(C(N)=O)c3)c2)CC1	7	i	-8	i	-3	0	4	0	0

6 records drawn at random from the list so far, as already listed:
SMILES	CSN deneddyl inh	Rpn11 inh	SKN-1 inh	Neddyl block	FAS TE block	MT1-MMP act inh	PABP1 MLLE inh	NadD inh	Rin1-Abl PPI inh
O=C(c1ccco1)N1CCN(CCOc2ccc(F)cc2)CC1	-7	i	-11	i	-4	-1	0	-1	0
Cc1ccc(NC(=O)Cn2nnc(C(=O)NCc3ccco3)c2N)c(C)c1	1	i	2	i	-9	0	-6	5	-6
O=C(COc1ccc(Br)cc1)N/N=C1/SCC(=O)N1Cc1ccccc1	-17	i	-2	i	11	2	13	-7	0
O=C(O)CCNc1ccc2c(c1)OCCO2	-1	i	2	i	-8	-1	6	3	4
CCN(C(=O)CN1CCN(S(=O)(=O)c2cc(Cl)ccc2Cl)CC1)c1c(N)n(Cc2ccccc2)c(=O)[nH]c1=O	2	i	4	i	-7	2	-4	5	1
Cc1ccc([N+](=O)[O-])cc1S(=O)(=O)Nc1ccc(-c2ccc(N3CCOCC3)nn2)cc1	-2	i	-23	i	17	3	-3	12	-1

Further records
SMILES	CSN deneddyl inh	Rpn11 inh	SKN-1 inh	Neddyl block	FAS TE block	MT1-MMP act inh	PABP1 MLLE inh	NadD inh	Rin1-Abl PPI inh
CCOc1ccc(CN2CCN(Cc3cn(CC)nc3C)CC2CCO)cc1 (centres undefined)	2	i	-12	i	-2	-5	-5	-6	1
Brc1ccc(Oc2ncc(CN3CCOCC3)s2)cc1	1	i	17	i	-2	-3	-6	-1	-2
Cc1ccccc1Cn1ccc(NC(=O)c2cc3ncc(Br)cn3n2)n1	-2	i	-6	i	-3	1	-2	-9	3
COc1ccc(NS(=O)(=O)c2cc(NC(=O)C3=NN(c4ccccc4)C(=O)CC3)ccc2OC)cc1	-2	i	-11	i	40	-3	3	19	-1
COc1ccc(NC(=O)Nc2ccc(F)cc2)c(C)c1	2	i	4	i	0	-1	5	4	-2
CNC(=O)NC(=O)COC(=O)c1n[nH]c2ccccc12	2	i	-1	i	-5	-2	2	-6	-1
CC(O)(Cc1cccnc1)c1cccs1 (centres undefined)	1	i	3	i	-5	0	-5	0	2
O=C(NNC(=O)c1ccc(Br)s1)NC1CCCCC1	1	i	1	i	-2	-2	-3	-6	1
COc1ccc2nc(C3CCCCC3)nc(C3CCCCC3)c2c1	-1	i	1	i	18	6	1	13	2
Cc1ccc(NC(=O)C2=CC=CN3CCS(=O)(=O)N=C23)cc1	4	i	-2	i	-6	6	3	4	-3
CCCc1cc(=O)oc2cc(OCC(=O)NCCc3c[nH]c4ccc(OC)cc34)ccc12	1	i	3	i	-9	-5	7	1	3
COc1ccc(CC(CN)c2ccccc2)cc1 (centres undefined)	4	i	6	i	-14	0	-4	-1	-2
CCCCCCn1c(=O)c(-c2ccccc2)c(O)c2ccccc21	-4	i	-12	.	-6	-2	9	10	-2
CC(CO)NS(=O)(=O)c1cc(Cl)ccc1F (centres undefined)	-5	i	-5	i	-8	0	-9	-5	-3
Cc1ccc(S(=O)(=O)CCC(=O)OCC(=O)NC2CCS(=O)(=O)C2)cc1 (centres undefined)	3	i	-5	i	-4	0	-6	-5	1
CCN1CCC(C(N)=O)CC1	9	i	9	i	-7	-2	15	3	0
CC(=NNS(=O)(=O)c1ccc(C)cc1)c1ccncc1	0	i	-1	i	-9	4	7	-5	-1
O=C(CSc1nc2ccccc2nc1N1CCCC1)Nc1ccc(F)cc1	4	i	-8	i	18	-5	4	10	-1
CCn1nc(C)cc1C(=O)OCC(=O)c1ccc(Cl)cc1	1	i	9	i	10	1	0	-12	5
O=C(C[C@@H]1NS(=O)(=O)OC2CCCCC21)c1ccccc1 (some centres undefined)	-1	i	-1	i	-8	0	12	-3	1
COc1cc(N2C(=O)c3ccccc3C2=O)c(Cl)cc1C(=O)OCC(=O)N1CCOCC1	2	i	5	i	-15	0	2	0	-1
CC(C)CC1NC(=O)N(CC(=O)N2CCN(S(=O)(=O)c3ccc(Cl)cc3)CC2)C1=O (centres undefined)	-3	i	19	i	-2	-3	-5	2	0
COc1ccccc1C(=O)C1CCCN(C(=O)c2snnc2C)C1 (centres undefined)	-14	i	8	i	-2	-2	2	-2	-5
COc1ccccc1NC(=O)CSc1nnc(C)n1CC1CCCO1 (centres undefined)	5	i	-9	i	-5	0	-22	-4	3
CCN(C(C)=O)c1cccc2ccccc12	7	i	22	i	-4	3	-13	-6	1
COc1cccc(C2(c3cccc(OC)c3)CC2C(=O)Nc2cccc3ccccc23)c1 (centres undefined)	2	i	6	i	-6	14	4	20	-5
CCN1CCc2c(sc(NC(=O)Cc3ccccc3)c2C(N)=O)C1	-4	i	-9	i	-4	2	-8	-3	4
CCN(c1ccc(C(=O)CSc2nnc(C3CC3)n2C2CC2)cc1)S(C)(=O)=O	3	i	9	i	-8	-2	15	1	2
O=C(COC(=O)CNS(=O)(=O)c1ccc(F)c(F)c1F)Nc1ccc(OC(F)F)cc1	4	i	14	i	-8	-3	2	2	3
CCOc1ccc(/C=N/Nc2cc(C)nc(N3CCOCC3)n2)cc1	-1	i	5	i	3	1	0	-1	-1
Cc1ccc(NC(=O)CN(C)C(=O)/C=C/c2cccs2)cc1	1	i	8	i	-9	3	2	-2	-4
CCCc1ccc(S(=O)(=O)N2CCN(C(C)C(=O)NC3CCCC3)CC2)cc1 (centres undefined)	-1	i	15	i	3	-4	7	-1	0
O=C1C(=O)N(Cc2ccccc2)C(=O)N1CCOc1ccccc1	-8	i	3	i	1	3	-8	-9	-1
COc1ccc(NC(=O)N(C)C[C@H]2Oc3c(NC(=O)C4CCCCC4)cccc3C(=O)N([C@H](C)CO)C[C@@H]2C)cc1	-2	i	0	i	-5	0	2	-2	-1
C=CCn1c(=NC(=O)c2cccc(N3C(=O)CCC3=O)c2)sc2cccc(OC)c21	5	i	7	i	22	1	9	-8	1
CN(C)c1ccc(-c2nnn(CC(=O)Nc3ccccc3N3CCOCC3)n2)cc1	0	i	-1	i	11	6	5	1	0
CN1CCN(S(=O)(=O)c2ccc(Br)c3ccccc23)CC1	2	i	-26	i	3	.	-1	-3	-5
CC1CN(Cc2ccc(C#N)cc2Cl)CC(C)O1 (centres undefined)	-10	i	6	i	-8	-5	0	4	-3
O=C(Nc1ccccc1F)C1CCCN(S(=O)(=O)c2cccc3cccnc23)C1 (centres undefined)	-1	i	9	i	-4	-1	-10	4	-1
